Source: PubChem
APJ agonist: APJ receptor agonism. P35414. CHO-K1 APJ PathHunter beta-arrestin, luminescence; 0% DMSO wells, 100% apelin. activation, % at 20 µM. hit rate 0.11% among 330,000. AID 2520;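 active = activation more than six SD over the plate average, tested at 20 µM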;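 note: 0% = DMSO alone and 100% = apelin-13 at 10 nM; some results filed as inactive read as strong as hits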
Target sequence (P35414 whole entry, looked up): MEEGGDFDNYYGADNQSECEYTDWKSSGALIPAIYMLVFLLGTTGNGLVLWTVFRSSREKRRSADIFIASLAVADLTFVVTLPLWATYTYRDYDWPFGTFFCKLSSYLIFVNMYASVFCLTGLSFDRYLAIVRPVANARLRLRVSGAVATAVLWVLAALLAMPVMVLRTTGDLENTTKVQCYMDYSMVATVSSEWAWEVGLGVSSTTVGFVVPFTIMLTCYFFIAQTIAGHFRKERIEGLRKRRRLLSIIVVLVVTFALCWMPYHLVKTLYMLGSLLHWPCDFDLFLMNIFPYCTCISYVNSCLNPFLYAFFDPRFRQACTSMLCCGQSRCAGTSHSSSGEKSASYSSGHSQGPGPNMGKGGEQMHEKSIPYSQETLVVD
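Test system: CHO-K1 APJ beta-arrestin complementation cell line | Compound: Single test compound dose, 20 µM final, 1% DMSO | Incubation: Compound 90 min 25 °C, reagent 1 h | Measured by: beta-gal luminescence | Read-out basis: APJ–arrestin association signal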
UPR CHOP act: activators of apoptotic arm of unfolded protein response (CHOP) | CHO-CHOP luciferase reporter, UPR activation, luminescence; percent of tunicamycin response over DMSO baseline | AID 449763 | hit rate 0.34% among 330,000 | activation, % at 10 µM;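 active = at 10 µM dose, activation of 40% or more, normalized to positive control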;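 note: 100% = tunicamycin at 10 µg/mL and 0% = DMSO alone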
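System: CHO CHOP reporter cells. Amount: 500 cells per well. Buffer or medium: F12 medium, 10% FBS. Compound dosing: one dose, 10 µM in 0.5% DMSO. Incubation: 6 h compound exposure at 37 °C after overnight seeding. Technique: Steady-Glo luciferase luminescence. Benchmarks: tunicamycin and DMSO controls.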
UPR XBP1 act: adaptive UPR (XBP1) activation. hit rate 0.33% among 330,000. activation, % at 20 µM. AID 463104. CHO-XBP1 luciferase reporter, IRE1-XBP1 UPR activation, luminescence; percent of tunicamycin response, DMSO as zero;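 active = versus positive control, 20 µM dose yields 30% or more activation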;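 note: 100% = tunicamycin at 10 µg/mL and 0% = DMSO only wells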
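Material: IRE1-XBP1 luciferase reporter CHO line / Quantity: one thousand reporter cells per well / Buffer or medium: F12 with 10% serum / Compound: 20 µM single concentration, DMSO 1% / Times: 6 h treatment, 37 °C / Detection: Steady-Glo luciferase glow luminescence, 10 min after reagent addition / Benchmarks: tunicamycin high, DMSO low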
tim23-1 inh: inhibits growth of tim23-1 mutant yeast | S. cerevisiae tim23-1 growth, BacTiter-Glo luminescence, 24 h | inhibition, % at 20 µM | hit rate 1.3% among 330,000 | AID 463212;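 active = growth inhibition of the mutant yeast at or above 50%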;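 note: temperature-sensitive mutant grown at 25 °C; plate controls were DMSO-treated mutant yeast for no effect and medium wells lacking yeast for full effect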
Mdm2 MdmX PPI: inhibitors of human Mdm2/MdmX interaction. inhibition, % at 8 µM. SaOS-2 split-luciferase Mdm2/MdmX complementation, luminescence. hit rate 3% among 330,000. AID 485346. O15151+Q00987;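 active = inhibition of at least 50% at 8 µM in the primary screen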
CXCR6 inh: inhibitors of human CXCR6 receptor; O00574; CHO-K1 PathHunter CXCR6 beta-arrestin, luminescence; inhibition, % at 20 µM; hit rate 0.36% among 360,000; AID 602244; in the data active = inhibition above about 34%, passing the limit was not always enough;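 note: antagonist mode with CXCL16 agonist at 10 nM final; 0% = 10 nM CXCL16 with DMSO and 100% = unstimulated wells without agonist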
Target sequence (O00574 whole entry, looked up): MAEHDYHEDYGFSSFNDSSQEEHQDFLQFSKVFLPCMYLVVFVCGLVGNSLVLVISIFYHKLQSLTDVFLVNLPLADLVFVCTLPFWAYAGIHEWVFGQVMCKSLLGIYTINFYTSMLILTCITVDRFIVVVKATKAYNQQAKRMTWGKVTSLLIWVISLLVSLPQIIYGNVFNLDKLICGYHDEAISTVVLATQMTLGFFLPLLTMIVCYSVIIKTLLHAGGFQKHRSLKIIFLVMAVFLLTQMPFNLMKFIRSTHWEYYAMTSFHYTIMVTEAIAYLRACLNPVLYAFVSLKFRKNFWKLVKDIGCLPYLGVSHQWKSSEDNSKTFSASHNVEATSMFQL
APJ antag: blocks the human apelin receptor APJ | AID 2521 | P35414 | CHO-K1 APJ beta-arrestin complementation, luminescence | inhibition, % at 20 µM | hit rate 0.32% among 330,000;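 active = inhibition above about 40% at 20 µM, limit read from the data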;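 note: cells challenged with 10 nM apelin-13 agonist together with compound; plate controls were apelin-13 plus DMSO wells for no effect and DMSO wells lacking apelin-13 for full effect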
EBI2 antag: antagonists of human EBI2 receptor | inhibition, % at 5 µM | hit rate 0.81% among 360,000 | EBI2 beta-arrestin recruitment, luminescence, 7a,25-OHC stimulated | P32249; in the data active = inhibition above about 38%;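 note: enzyme fragment complementation signal reports receptor beta-arrestin coupling in cells; 0% = agonist plus DMSO wells and 100% = wells without agonist; some results beyond the cut were filed as inactive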
Target sequence (P32249 whole entry, looked up, the tested form may be a part): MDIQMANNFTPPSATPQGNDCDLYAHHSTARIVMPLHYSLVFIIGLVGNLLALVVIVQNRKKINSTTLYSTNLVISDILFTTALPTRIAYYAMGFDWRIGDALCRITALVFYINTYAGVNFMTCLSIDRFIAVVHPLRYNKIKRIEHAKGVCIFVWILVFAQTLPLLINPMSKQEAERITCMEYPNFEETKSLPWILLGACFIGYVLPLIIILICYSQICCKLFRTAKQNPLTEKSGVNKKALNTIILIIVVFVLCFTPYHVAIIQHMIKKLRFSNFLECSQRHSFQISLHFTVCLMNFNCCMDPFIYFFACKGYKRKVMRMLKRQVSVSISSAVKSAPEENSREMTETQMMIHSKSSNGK
CCR6 antagonist: CCR6 (human) receptor antagonism; inhibition, % at 20 µM; P51684; hit rate 0.49% among 340,000; AID 493098; CHO-K1 CCR6 PathHunter beta-arrestin, luminescence, CCL20-stimulated;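 active = compounds whose inhibition of the agonist-driven luminescence signal at 20 µM reaches about 50%, limit read from the data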;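 note: cells stimulated with CCL20 at 14 nM final; plate controls were DMSO with CCL20 for no effect and DMSO without agonist for full effect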
* = called active by the depositor; / = not tested or not shown. A portion of the library, so the mix of outcomes need not match the whole.

| SMILES | APJ agonist | UPR CHOP act | UPR XBP1 act | tim23-1 inh | Mdm2 MdmX PPI | CXCR6 inh | APJ antag | EBI2 antag | CCR6 antagonist |
| --- | --- | --- | --- | --- | --- | --- | --- | --- | --- |
| CC(=O)NC12CC3CC(C1)CC(C(=O)Nc1nc4c(C)cccc4s1)(C3)C2 | 5 | 0.3 | -1 | 19 | 9 | 3 | 14 | 9 | 20 |
| CCC(=O)N(Cc1cc(=O)[nH]c2ccccc12)c1cccc(C)c1 | -4 | 0.1 | -4 | 20 | 4 | -12 | -10 | -14 | 9 |
| COc1ccc(CCNC(=O)NC23CC4CC(CC(C4)C2)C3)cc1OC | 4 | -0.8 | -4 | 23 | -3 | 5 | 22 | 11 | 12 |
| Clc1ccc(-c2cn3c(n2)CCC3)cc1 | 0 | 9.2 | 1 | 12 | -16 | -4 | 19 | -2 | -5 |
| COc1ccc(C(=O)N2CCN(Cc3cc(OC)ccc3OC)CC2)cc1 | -4 | 0.8 | -4 | 24 | 32 | -4 | -6 | 12 | 5 |
| O=C(O)/C(=C/c1cccnc1)NC(=O)c1ccccc1 | 0 | -0.6 | -1 | 4 | 26 | -5 | 7 | -11 | 5 |
| CCOc1ccc2cc(C(=O)NCc3ccccc3)c(=N)oc2c1 | -2 | 5.0 | 6 | 11 | 32 | -3 | 9 | -1 | 12 |
| C#CCOCCOCCOCCNc1nc(N2CCN(C(=O)Cn3cc(CC(C)O)nn3)CC2)nc(N2CCN(C(=O)[C@H](CCCCN)n3cc(CCC(=O)O)nn3)CC2)n1 (stereo partly specified) | -4 | 0.7 | 3 | -7 | -18 | 0 | 8 | 7 | -2 |
| CCOC(=O)c1[nH]c(C)c(C(=O)NCc2ccco2)c1C | -3 | 1.0 | -2 | -1 | 0 | 0 | 8 | -16 | 6 |
| CCN(CC)CCn1c(=N)n(CC(O)COc2ccccc2)c2ccccc21 (stereo unspecified) | 0 | -0.7 | -4 | -11 | 30 | 8 | -3 | 7 | 25 |
| O=S(=O)(NCCOc1ccccc1)c1ccc2ccccc2c1 | -4 | 1.9 | -3 | 4 | 18 | -4 | 6 | 2 | -1 |
| CCC(C)(C)NC(=O)C(c1ccc(C)cc1)N(CCN1CCOCC1)C(=O)CNC(=O)c1cccs1 (stereo unspecified) | -3 | 0.1 | 1 | 12 | -8 | 6 | 21 | 2 | 4 |
| CCc1nnc(NC(=O)c2ccc(S(=O)(=O)N(CC(C)C)CC(C)C)cc2)o1 | -1 | 7.8 | 2 | -18 | 48 | 14 | 14 | 7 | 5 |
| Cc1ccc(CCC(=O)NCc2ccccc2)o1 | -2 | 0.2 | -4 | -3 | -2 | -14 | -11 | -4 | 0 |
| Cc1cc2oc(=O)cc(CN3CCCCC3)c2cc1C | -2 | 3.6 | 2 | 16 | -25 | 5 | -7 | 5 | 11 |
| COc1ccccc1N1CCN(S(=O)(=O)c2cn(C)c(=O)n(C)c2=O)CC1 | 2 | -1.4 | 2 | 9 | -12 | 4 | -3 | -5 | 10 |
| CCOC(=O)/C(N=Nc1c(C)n(C)n(-c2ccccc2)c1=O)=C(/O)c1ccccc1 | -4 | -0.8 | -2 | 8 | -26 | 7 | 5 | -10 | 19 |
| CCOC(=O)c1cnc(Nc2nc3ccccc3o2)nc1CSC(=S)N(CC)CC | -7 | 127* | 33* | 13 | 42 | 18 | 46* | 26 | 44 |
| COc1ccc(/C=C(\NC(=O)c2ccccc2)C(=O)NCc2ccco2)cc1OC | -4 | -0.9 | -3 | 3 | 8 | 10 | 22 | 2 | 5 |
| O=C(c1ccccc1)c1ccc(OCCO)cc1 | -4 | 2.1 | 3 | 14 | 12 | 5 | 5 | -21 | 11 |
| Cc1ccc(NC(=O)Cc2noc3ccccc23)c(C)c1 | 0 | 0.0 | 0 | -1 | -10 | -2 | -4 | -2 | -8 |
| CC(C)Oc1ccc(S(=O)(=O)N2CCCCC2)cc1NC(=O)CN1CCCC1c1cccs1 (stereo unspecified) | -1 | 7.5 | 2 | 11 | 35 | 16 | -2 | 26 | 24 |
| CC1CN(c2nc3ccccc3nc2SCC(=O)Nc2ccc(F)cc2)CC(C)O1 (stereo unspecified) | -3 | 1.1 | -2 | 17 | 19 | 5 | 16 | 11 | -1 |
| CC12CN(C(=O)c3ccc([N+](=O)[O-])cc3)CC(C)(CN(C(=O)c3ccc([N+](=O)[O-])cc3)C1)C2=O | 2 | 3.0 | 0 | 1 | 6 | / | -24 | / | 9 |
| CC(=O)Nc1ccc(S(=O)(=O)N2CCC(c3nc4ccccc4[nH]3)CC2)cc1 | -3 | -0.6 | -1 | -13 | -20 | 5 | -5 | -11 | -6 |

Some of the entries above, reformatted:
> Cc1ccc(NC(=O)Cc2noc3ccccc23)c(C)c1
  APJ agonist = 0	UPR CHOP act = 0.0	UPR XBP1 act = 0	tim23-1 inh = -1	Mdm2 MdmX PPI = -10	CXCR6 inh = -2	APJ antag = -4	EBI2 antag = -2	CCR6 antagonist = -8
> CC(C)Oc1ccc(S(=O)(=O)N2CCCCC2)cc1NC(=O)CN1CCCC1c1cccs1 (stereo unspecified)
  APJ agonist = -1	UPR CHOP act = 7.5	UPR XBP1 act = 2	tim23-1 inh = 11	Mdm2 MdmX PPI = 35	CXCR6 inh = 16	APJ antag = -2	EBI2 antag = 26	CCR6 antagonist = 24
> CC1CN(c2nc3ccccc3nc2SCC(=O)Nc2ccc(F)cc2)CC(C)O1 (stereo unspecified)
  APJ agonist = -3	UPR CHOP act = 1.1	UPR XBP1 act = -2	tim23-1 inh = 17	Mdm2 MdmX PPI = 19	CXCR6 inh = 5	APJ antag = 16	EBI2 antag = 11	CCR6 antagonist = -1
> CC12CN(C(=O)c3ccc([N+](=O)[O-])cc3)CC(C)(CN(C(=O)c3ccc([N+](=O)[O-])cc3)C1)C2=O
  APJ agonist = 2	UPR CHOP act = 3.0	UPR XBP1 act = 0	tim23-1 inh = 1	Mdm2 MdmX PPI = 6	CXCR6 inh = /	APJ antag = -24	EBI2 antag = /	CCR6 antagonist = 9

(list continues)
| SMILES | APJ agonist | UPR CHOP act | UPR XBP1 act | tim23-1 inh | Mdm2 MdmX PPI | CXCR6 inh | APJ antag | EBI2 antag | CCR6 antagonist |
| --- | --- | --- | --- | --- | --- | --- | --- | --- | --- |
| CCCc1nc2oc3c(NCc4ccccn4)ncnc3c2c2c1COC(C)(C)C2 | 3 | -0.7 | 1 | 26 | -6 | -12 | 6 | 10 | 3 |
| COC(=O)c1ccc(S(=O)(=O)N2CCC(c3nc4ccccc4o3)CC2)cc1 | -1 | -1.0 | -3 | 14 | -11 | 1 | -12 | -5 | -7 |
| COc1ccccc1S(=O)(=O)Cc1ccc(C(=O)NC2CCCCCC2)o1 | -4 | -2.4 | -5 | 9 | -13 | 3 | 4 | 4 | 16 |
| Cc1ccc(-c2ccc(SCC(=O)Nc3ccc4c(c3)OCCO4)nn2)cc1 | 1 | 6.5 | 2 | 24 | -15 | -13 | -10 | 1 | 11 |
| NS(=O)(=O)c1cccc(NC(=O)COC(=O)/C(=C/c2cccs2)c2cccs2)c1 | 0 | 1.7 | -1 | 7 | 12 | -10 | -4 | 4 | 20 |
| Cc1cc(Nc2ccc(F)cc2)nc(N)n1 | 2 | 2.5 | -3 | -8 | 1 | 1 | 6 | -4 | -7 |
| CCCCC(CC)CNC(=O)CC1Nc2c3ccccc3nc(=S)n2C1=O (stereo unspecified) | -3 | -1.8 | 0 | -2 | -20 | 11 | 7 | 0 | 20 |
| CCOc1ccc(CCNC(=O)c2ccc3ccccc3n2)cc1OCC | -3 | 1.9 | -1 | 29 | 6 | -2 | -12 | 0 | 4 |
| O=C(Nc1ccnn1C1CCN(Cc2cccc(OCCO)c2)CC1)C1CCOC1 (stereo unspecified) | -3 | 0.0 | -4 | 10 | 3 | -6 | 2 | 7 | 6 |
| COc1cccc2c1cc1c(=O)n(CC(=O)NCc3ccccn3)nc(C)n12 | 4 | -1.1 | -1 | -34 | 47 | 12 | 31 | 2 | 6 |
| O=C(NCCCC1CCCC1)C1CCC(=O)N(Cc2ccc(Cl)cc2)C1 (stereo unspecified) | -3 | 1.2 | -10 | 24 | 15 | 5 | 17 | 34 | 23 |
| CC(C)C1COC(c2cccn2Cc2ccccc2Cl)=N1 (stereo unspecified) | -3 | -1.7 | -3 | -19 | 27 | -3 | 6 | 12 | 34 |
| COc1ccccc1N=C(C)C1=C(O)COC1=O | 2 | -0.1 | 1 | -9 | 24 | -1 | -6 | -9 | -2 |
| O=C(CSc1nc2ccccc2c(=O)n1CCCO)Nc1ccc2c(c1)OCCO2 | 0 | 1.3 | 4 | 17 | 3 | -3 | 17 | 0 | 14 |
| CCN(CC)C(=O)C(=O)Nc1cc(C(F)(F)F)ccc1Cl | 1 | -1.4 | -1 | 20 | -7 | 3 | 11 | -3 | 18 |
| COc1cc(C(O)C(=O)O)ccc1O (stereo unspecified) | -1 | -0.8 | -6 | 4 | -23 | 3 | 8 | 2 | 2 |
| CC(C)C(=O)NC(=S)Nc1nnn(C)n1 | -4 | -0.4 | 2 | 2 | -4 | 13 | 3 | -4 | 9 |
| N#Cc1cc2cc3c(cc2nc1SCC(=O)OC1CCCCC1)OCO3 | 4 | -0.3 | 1 | 12 | 15 | 4 | 13 | -9 | -18 |
| CCOc1cc(C=NNC(=O)c2cccc(S(=O)(=O)N3CCCC3)c2)ccc1O | -4 | -0.2 | 0 | -1 | 21 | 16 | 8 | -13 | 2 |
| CCOc1ccc(Oc2ccccc2NC(=O)CSCC(=O)Nc2cc(C)on2)cc1 | -2 | 1.5 | -2 | 14 | 7 | -3 | 23 | -3 | 15 |
| O=C(OCc1ccc(Cl)c(Cl)c1)c1ccccn1 | -4 | 2.3 | 1 | 17 | -27 | 1 | -17 | -14 | 3 |
| Cc1ccsc1C(=O)OCC(=O)Nc1cccc(S(=O)(=O)N2CCOCC2)c1 | 0 | 2.1 | -2 | 9 | -18 | -2 | 11 | -16 | 10 |
| O=C(Nc1ccccc1)O/N=C1\CCCCC1c1ccc([N+](=O)[O-])cc1[N+](=O)[O-] (stereo unspecified) | 3 | 0.2 | -4 | 26 | 24 | 10 | -26 | 7 | 21 |
| Cc1ccc(S(=O)(=O)N(C)CC(=O)NCc2ccncc2)cc1 | -2 | -1.3 | -3 | -11 | 11 | -1 | 2 | -1 | -6 |
| O=c1cc(CSc2nnnn2-c2ccccc2)nc2scc(-c3ccccc3)n12 | 0 | -0.3 | -2 | 8 | 14 | -4 | 7 | -2 | 10 |
| COc1ccc(C2CC(=O)N(CCCN(C)CCc3ccc(OC)c(OC)c3)C2)cc1 (stereo unspecified) | -1 | -1.6 | 1 | -2 | 24 | 10 | 10 | 2 | 5 |
| COc1ccc(-c2[nH]nc3c2C(c2ccoc2)C(C#N)=C(N)O3)cc1 (stereo unspecified) | -2 | -1.3 | 6 | 0 | 29 | -1 | -17 | -8 | -10 |
| CCOC(=O)CSc1nc2ccc(S(=O)(=O)N3CCOCC3)cc2[nH]1 | -3 | 1.7 | 0 | 0 | 39 | -1 | 2 | -4 | 5 |
